Screening data from PubChem.
M5 ag: agonists of human muscarinic M5 receptor (CHRM5); CHO-K1 hM5 cells, Fluo-8 calcium fluorescence; 0% DMSO wells, 100% maximal acetylcholine response; activation, % at 3 µM; 360,000 tested, 0.19% active; AID 624037;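 active means activation above the run's mean over test compounds plus 3 SD, cut at about 23% in these data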;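 further: signal is peak over basal fluorescence ratio across the kinetic read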
M4 PAM: positive allosteric modulators of human muscarinic M4 receptor; 360,000 tested, 0.4% active; P08173; activation, % at 3 µM; CHO-K1 hM4/Gqi5, Fluo-8 calcium fluorescence, ACh EC20; 0% = ACh EC20, 100% = maximal ACh;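 active means activation above its plate's cutoff, the mean activation of sample wells plus 3 SD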; further: some results filed as inactive read as strong as hits
Target sequence (P08173 whole entry, looked up): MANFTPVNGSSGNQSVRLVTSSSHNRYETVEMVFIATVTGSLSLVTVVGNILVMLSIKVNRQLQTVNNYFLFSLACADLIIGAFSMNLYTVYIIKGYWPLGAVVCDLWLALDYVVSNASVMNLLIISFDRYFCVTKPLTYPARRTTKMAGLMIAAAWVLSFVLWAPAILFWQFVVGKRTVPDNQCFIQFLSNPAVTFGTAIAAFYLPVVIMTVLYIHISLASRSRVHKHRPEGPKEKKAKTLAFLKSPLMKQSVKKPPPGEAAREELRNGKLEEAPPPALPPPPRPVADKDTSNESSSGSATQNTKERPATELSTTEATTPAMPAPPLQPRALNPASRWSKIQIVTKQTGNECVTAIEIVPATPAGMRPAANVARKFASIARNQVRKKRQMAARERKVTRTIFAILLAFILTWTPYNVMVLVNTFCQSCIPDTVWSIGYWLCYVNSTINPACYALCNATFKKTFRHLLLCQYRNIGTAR
CHRM4 agonist: agonists of human muscarinic M4 receptor (CHRM4); AID 624127; activation, % at 3 µM; 360,000 tested, 0.14% active; CHO-K1 hM4/Gqi5, Fluo-8 calcium fluorescence; vehicle 0%, full acetylcholine response 100%;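 active means activation above the run mean over all test wells plus 3 SD, cut at about 32% in these data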;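 further: peak over basal fluorescence ratio per well then scaled between controls; 0% = DMSO wells and 100% = acetylcholine at EC100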
CHRM5 PAM: positive allosteric modulators of human muscarinic M5 receptor; activation, % at 3 µM; 360,000 tested, 0.3% active; CHO-K1 hM5, Fluo-8 calcium, ACh EC20 PAM; 0% = ACh EC20, 100% = ACh EC100; P08912; AID 624038;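 active means activation above the run cutoff, the mean activation of all test compounds plus 3 SD, cut at about 18% in these data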
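Assay system – human M5 receptor in CHO-K1 cells · Read-out – % activation, ACh-normalized · Technique – Fluo-8 calcium fluorescence · Dosing – single-point, 3 µM nominal · Incubation – Fluo-8 loading 80 min at 37 °C plus 30 min room temperature · Repeats – singlicate, one well per test compound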
M1 antag: blocks human M1 muscarinic receptor. inhibition, % at 3 µM. CHO-K1 hM1, Fluo-8 calcium fluorescence, ACh EC80 antagonist. 360,000 tested, 1.3% active. P11229. AID 588852;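 active means percent inhibition above its own plate's cutoff, namely the mean of that plate's compound wells plus 3 SD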;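 further: peak over basal fluorescence ratio during 140 s after agonist addition; 0% = ACh EC80 plus DMSO and 100% = DMSO alone without agonist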
Target sequence (P11229 whole entry, looked up): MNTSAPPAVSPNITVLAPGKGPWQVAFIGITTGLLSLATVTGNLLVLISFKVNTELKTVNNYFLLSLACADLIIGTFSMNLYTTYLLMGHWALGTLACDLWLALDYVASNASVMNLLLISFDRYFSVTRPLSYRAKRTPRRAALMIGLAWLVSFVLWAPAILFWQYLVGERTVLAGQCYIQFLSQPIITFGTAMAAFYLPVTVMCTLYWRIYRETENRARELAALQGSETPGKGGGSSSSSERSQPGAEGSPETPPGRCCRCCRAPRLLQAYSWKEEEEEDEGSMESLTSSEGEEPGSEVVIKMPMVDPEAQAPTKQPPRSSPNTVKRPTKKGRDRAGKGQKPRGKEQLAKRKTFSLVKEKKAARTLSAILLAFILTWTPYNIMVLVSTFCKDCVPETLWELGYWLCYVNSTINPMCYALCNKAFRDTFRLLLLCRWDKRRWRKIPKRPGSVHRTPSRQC
M5 antag: antagonists of human muscarinic M5 receptor (CHRM5) | CHO-hM5 cells, Fluo-8 calcium fluorescence, ACh EC80 | inhibition, % at 3 µM | 360,000 tested, 0.59% active | P08912;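 active means inhibition above a per-plate cutoff, the mean of that plate's test compounds plus 3 SD, cut at about 27% in these data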;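 further: 0% = acetylcholine EC80 with DMSO and 100% = DMSO without agonist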
CHRM1 PAM: human CHRM1 positive allosteric modulation; P11229; CHO-K1 hM1, Fluo-8 calcium fluorescence, ACh EC20; 0% = ACh EC20, 100% = maximal ACh; activation, % at 3 µM; 360,000 tested, 0.088% active; in the data active means activation above about 19%, passing the limit was not always enough
CRFR2-BP ag: agonists of human CRF-binding protein/CRF-R2 receptor complex; HEK293 CRF-R2/CRF-BP, calcium dye fluorescence (FLIPR); percent of saturating CRF peptide response; activation, % at 13.2 µM; 350,000 tested, 0.46% active; AID 588473;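 active means activation of at least 50%, plus an integration ratio under a set limit after plate pattern correction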;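 further: plate controls were neutral control wells without compound for no effect and CRF at EC100 for full effect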
CHRM4 antagonist: CHRM4 antagonism in calcium assay; inhibition, % at 3 µM; AID 624125; CHO-hM4 cells, ACh EC80, Fluo-8 calcium fluorescence; P08173; 360,000 tested, 0.73% active;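 active means inhibition above its plate's cutoff, the mean inhibition of sample wells plus 3 SD, cut at about 27% in these data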;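 further: 0% = acetylcholine EC80 with DMSO and 100% = DMSO without agonist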
Starred values were filed as active, the others as inactive; x = no result given.

SMILES	M5 ag	M4 PAM	CHRM4 agonist	CHRM5 PAM	M1 antag	M5 antag	CHRM1 PAM	CRFR2-BP ag	CHRM4 antagonist
COC(CNC(=O)c1ccc2nc3ccccc3c(=O)n2c1)OC	-4	2	2	-3	-14	1	9	0.0	-8
Cc1c(-c2ccccc2)nc2ccccc2c1C(=O)NCc1cccs1	-2	-17	8	-9	19	4	-13	0.3	5
COc1ccc(-c2csc3ncnc(Cl)c23)cc1	-9	9	-1	4	-9	5	5	-1.7	-6
CC(=O)N1CCN(CCS(=O)(=O)c2cc(Cl)ccc2Cl)CC1	0	5	1	1	-16	-1	5	0.3	-8
O=S(=O)(NCCCCNS(=O)(=O)c1c(F)cccc1F)c1ccc2c(c1)OCCO2	3	-2	4	0	-2	10	0	-2.3	5
Cc1ccccc1OCC(O)Cn1c(Br)nc2c1c(=O)[nH]c(=O)n2C (centres undefined)	6	-8	14	-16	2	13	3	0.9	2
CCCCOc1ccc(N=Nc2ccc(N)nc2N)cn1	-1	-6	0	-1	2	14	-2	-0.7	10
COc1ccc(C=O)c(-c2c(-c3ccccc3OC)sc3ccccc23)c1	-5	4	0	4	x	-13	x	x	-5
COC(=O)C1=C(C(=O)OC)[C@@H]2N(C)c3ccccc3[C@@]23C[C@@H](C(=O)OC)N(C(=O)c2cccs2)C3=N1	1	8	1	-4	-2	14	-1	-2.4	0
O=C(CSc1nnc(-c2ccc(Br)cc2)n1C1CCCCC1)N1CCCC1	-8	4	1	-11	-4	4	6	-1.4	-3
CC(C)S(=O)(=O)c1csc(C(=O)NN)c1-n1cccc1	-2	-8	7	-8	9	13	-6	-1.3	-2
O=C1NC(=Nc2cccc([N+](=O)[O-])c2)SC1(CO)CO	-1	2	2	0	-12	3	6	3.4	-1
CN(C)c1cccc(F)c1C(=O)NC(=O)Nc1ccc(Cl)cc1	-7	0	2	-12	4	14	-10	1.3	-12
COc1cccc(-c2nn(Cc3ccccc3)cc2CO)c1	-2	0	1	-3	-12	9	7	-0.1	-3
CCOC(=O)[C@]12CCCC=C1N(Cc1cccc3ccccc13)C(=O)[C@H](CC(=O)N1CCCCC1)C2	1	3	1	-6	x	4	x	x	-9
CC1C(C#N)=C(N)OC2=C1C(=O)CCC2 (centres undefined)	0	-7	0	2	1	-4	-3	1.4	-6
O=C(CC1NC(=O)NC1=O)Nc1cccc2ccccc12 (centres undefined)	1	4	2	0	-6	-3	6	-1.2	0
Clc1ccc(NCc2nncn2-c2ccccc2)cc1	0	3	1	2	-18	-8	6	0.1	2
COc1cc2ccccc2cc1C(=O)NC1CCC(C)CC1 (centres undefined)	-2	1	-1	-8	12	13	-6	-0.5	9
COC(=O)c1ccc(NC(=O)CSCC(=O)OCC(=O)c2ccc(Br)cc2)cc1	1	-4	7	-2	-4	-3	3	1.5	2

Single records (already shown). Screens in order: M5 ag, M4 PAM, CHRM4 agonist, CHRM5 PAM, M1 antag, M5 antag, CHRM1 PAM, CRFR2-BP ag, CHRM4 antagonist
Record of `CC1C(C#N)=C(N)OC2=C1C(=O)CCC2` (centres undefined) : 0, -7, 0, 2, 1, -4, -3, 1.4, -6
Record of `CC(C)S(=O)(=O)c1csc(C(=O)NN)c1-n1cccc1` : -2, -8, 7, -8, 9, 13, -6, -1.3, -2

Structural class: those above with an aryl methoxy group (4)
SMILES	M5 ag	M4 PAM	CHRM4 agonist	CHRM5 PAM	M1 antag	M5 antag	CHRM1 PAM	CRFR2-BP ag	CHRM4 antagonist
COc1ccc(-c2csc3ncnc(Cl)c23)cc1	-9	9	-1	4	-9	5	5	-1.7	-6
COc1ccc(C=O)c(-c2c(-c3ccccc3OC)sc3ccccc23)c1	-5	4	0	4	x	-13	x	x	-5
COc1cccc(-c2nn(Cc3ccccc3)cc2CO)c1	-2	0	1	-3	-12	9	7	-0.1	-3
COc1cc2ccccc2cc1C(=O)NC1CCC(C)CC1 (centres undefined)	-2	1	-1	-8	12	13	-6	-0.5	9

Next compounds
SMILES	M5 ag	M4 PAM	CHRM4 agonist	CHRM5 PAM	M1 antag	M5 antag	CHRM1 PAM	CRFR2-BP ag	CHRM4 antagonist
CCC(Sc1nc(C)cc(C)n1)C(=O)Nc1ccc(S(N)(=O)=O)cc1 (centres undefined)	2	8	2	7	-14	6	13	-3.3	6
Cn1c(N)c(C(=O)CSc2nnc(N)s2)c(=O)n(C)c1=O	3	6	1	12	-7	0	4	0.8	-11
C[C@H](CO)N1C[C@H](C)[C@@H](CN(C)S(=O)(=O)c2cccc(C#N)c2)OCc2cn(nn2)CCCC1=O	1	9	1	2	-17	1	12	-0.5	-5
COc1cccc(-c2cc(C(F)(F)F)nc(-n3cncn3)n2)c1	2	0	4	2	-8	1	10	0.1	7
CNc1snc(C)c1C(=O)OCC(=O)c1ccc(Cl)cc1	-2	0	14	-23	35*	18	-15	-0.1	8
COc1ccc(NC(=O)c2ccco2)c(NC(=O)c2ccc([N+](=O)[O-])cc2)c1	-2	3	1	-2	-6	5	1	-2.9	-3
CC1CCC(C(O)(C(=O)c2ccccc2)c2ccccc2)C(=O)C1 (centres undefined)	-3	4	-3	-3	-4	-2	-2	-1.1	-15
CCOC(=O)CSc1nnc(Cc2ccccc2)n1-c1cccc(Cl)c1	-2	-3	2	3	3	1	2	-3.3	-2
CC1CCCN(c2nc3c(c(=O)n(C)c(=O)n3C)n2CCSc2nc3ccccc3o2)C1 (centres undefined)	-3	23	0	6	-7	0	5	-1.4	-5
Cc1ccc(S(=O)(=O)Nc2cccnc2)c(C)c1C	5	-3	3	9	-7	-7	6	-0.4	9
CCc1nc2ccccc2c(C(=O)NCc2ccccc2)c1C	-10	-3	5	2	3	5	-1	0.2	-13
COc1ccccc1Cc1c(-c2cccc(Cl)c2)nc2ccc(C)cn12	-1	4	0	-5	-25	7	5	x	-5
CCNC(=O)C[C@@H]1C=C[C@@H](NS(=O)(=O)c2ccc(F)cc2)[C@@H](CO)O1	0	4	2	2	x	3	x	x	21
O=C(NCC1CCN(C(=O)c2c(F)c(F)c(F)c(F)c2F)CC1)c1c(F)c(F)c(F)c(F)c1F	-4	-1	2	-2	-6	9	2	1.4	2
CN1CCCN(S(=O)(=O)c2ccc3ccccc3c2)CC1	-6	-1	-1	2	-3	14	9	0.1	-6
COc1ccccc1/C=N/NC(=O)CO	-3	5	1	7	0	11	4	-1.9	-4
CC(=O)N1CN(C2CCCC2)Cc2c1sc1c2CCCC1	0	3	0	-1	5	-2	6	1.0	7
Cc1cc(=O)oc2cc(OCc3ccc(C(=O)N4CCN(c5ccccc5)CC4)cc3)ccc12	-1	-9	6	-14	8	19	-9	0.2	6
Clc1ccc(CSc2nccn2Cc2ccccc2)cc1	-5	-10	-2	-13	6	3	-5	-1.6	14
O=C(CSc1nnc(-c2cccc(F)c2)o1)Nc1nncs1	1	-4	0	8	-1	7	9	-0.1	2
O=c1cc(CCl)nc2sc3ccccc3n12	-8	2	1	11	0	-7	7	-0.6	-10
CC1CCC(NC(=O)CCNS(=O)(=O)c2ccccc2)CC1 (centres undefined)	1	1	2	11	-15	-7	11	1.0	-4
C[C@H]1CN([C@@H](C)CO)C(=O)CCCn2cc(nn2)CO[C@@H]1CN(C)C(=O)Nc1cccc(Oc2ccccn2)c1	2	7	0	-1	-8	7	2	-1.7	-4
Cc1cc(=O)oc2cc(OC(C(=O)O)c3ccccc3)ccc12 (centres undefined)	1	7	1	2	-7	5	15	1.3	-1
COc1ccc(CN(C(=O)c2cc3ccccc3oc2=O)C2CCCCC2)cc1OC	3	-12	8	-16	4	10	-2	0.7	-1
COc1cc(OC)c(C(=O)OCC(=O)NC2CCCC2)cc1OC	0	-2	1	2	-1	5	2	-3.1	-2
CCN1CCN(C(=O)CN(c2ccccc2C)S(C)(=O)=O)CC1	-4	10	2	-7	12	3	-2	7.3	-10
Cc1ccc(C(=O)NCCC(=O)N2CCC3(CC2)NCCc2[nH]cnc23)cc1C	-4	5	1	0	0	-1	5	0.6	-3
O=C1CCC(C(=O)N2CCCCO2)CN1Cc1ccc(Cl)cc1 (centres undefined)	-2	2	0	-2	-6	0	9	0.9	6
Cc1ccccc1C(=O)NCC(=O)NC1CC1	4	2	2	-16	1	7	-3	4.1	3

Only CHRM4 agonist and M5 ag, for some of the entries so far:
SMILES | CHRM4 agonist | M5 ag
COc1cc(OC)c(C(=O)OCC(=O)NC2CCCC2)cc1OC | 1 | 0
C[C@H]1CN([C@@H](C)CO)C(=O)CCCn2cc(nn2)CO[C@@H]1CN(C)C(=O)Nc1cccc(Oc2ccccn2)c1 | 0 | 2
Cc1ccccc1C(=O)NCC(=O)NC1CC1 | 2 | 4
COc1ccc(CN(C(=O)c2cc3ccccc3oc2=O)C2CCCCC2)cc1OC | 8 | 3
O=c1cc(CCl)nc2sc3ccccc3n12 | 1 | -8
CC1CCC(NC(=O)CCNS(=O)(=O)c2ccccc2)CC1 (centres undefined) | 2 | 1

Continued.
SMILES	M5 ag	M4 PAM	CHRM4 agonist	CHRM5 PAM	M1 antag	M5 antag	CHRM1 PAM	CRFR2-BP ag	CHRM4 antagonist
C=CCOc1ccc(C2C(C(=O)c3ccc(C)o3)=C(O)C(=O)N2Cc2cccnc2)cc1 (centres undefined)	0	11	0	5	-3	-5	5	-1.0	-4
CN(C)c1ccc(C2N(c3ccc(F)cc3)C(=O)C3CCCN32)cc1 (centres undefined)	1	0	1	0	-7	1	6	1.2	2
CCc1nc2c(OCc3ccc(Cl)cc3Cl)cccn2c1N(C)C(=O)c1ccccc1F	-2	-5	3	-1	-11	0	2	x	5
O=C(c1ccc2nc(N3CCOCC3)sc2c1)N1CCN(C(=O)c2ccco2)CC1	3	-4	1	-1	-9	-1	5	-0.6	-2
O=C1OC(N2CCN(C(=O)C3CCCO3)CC2)c2ccccc21 (centres undefined)	-3	0	0	-9	1	1	2	0.7	3
O=C(Oc1ccc(-c2ccccc2)cc1)C1C2CCCCC21 (centres undefined)	2	-4	0	-7	-2	6	5	6.3	8
CC(C(=O)NCc1ccccc1)N(Cc1ccccc1Cl)C(=O)c1snc(C(N)=O)c1N (centres undefined)	-1	-6	8	-1	-5	15	5	-3.2	-7
Cc1ccc(S(=O)(=O)N2CCCC2)cc1C(=O)NCCN1CCOCC1	-3	-3	0	-6	-4	-3	2	3.6	-11
CC1CCCCC1NC(=O)C1CCC(CNS(=O)(=O)c2ccc3c(c2)C(C)(C)C(=O)N3C)CC1 (centres undefined)	1	9	2	3	-19	-5	15	x	-9
